Screening data: PubChem, The Scripps Research Institute Molecular Screening Center
MITF inh: blocks human microphthalmia-associated transcription factor. AlphaScreen MITF homodimerization, bead proximity signal. inhibition, % at 2.6 µM. hit rate 0.91% among 650,000; in the data active = inhibition above about 50%;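 also: 0% = vehicle wells with protein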
FBW7 activator: activators of human E3 ligase FBW7; hit rate 0.13% among 650,000; normalized activity (activation), % at 26.1 µM; AlphaScreen FBW7–phospho-cyclin E peptide binding, activator screen; Q969H0; in the data active = normalized activity above about 1.9%;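 also: purified mutant Fbw7 with reduced substrate affinity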
Target sequence (Q969H0 whole entry, looked up): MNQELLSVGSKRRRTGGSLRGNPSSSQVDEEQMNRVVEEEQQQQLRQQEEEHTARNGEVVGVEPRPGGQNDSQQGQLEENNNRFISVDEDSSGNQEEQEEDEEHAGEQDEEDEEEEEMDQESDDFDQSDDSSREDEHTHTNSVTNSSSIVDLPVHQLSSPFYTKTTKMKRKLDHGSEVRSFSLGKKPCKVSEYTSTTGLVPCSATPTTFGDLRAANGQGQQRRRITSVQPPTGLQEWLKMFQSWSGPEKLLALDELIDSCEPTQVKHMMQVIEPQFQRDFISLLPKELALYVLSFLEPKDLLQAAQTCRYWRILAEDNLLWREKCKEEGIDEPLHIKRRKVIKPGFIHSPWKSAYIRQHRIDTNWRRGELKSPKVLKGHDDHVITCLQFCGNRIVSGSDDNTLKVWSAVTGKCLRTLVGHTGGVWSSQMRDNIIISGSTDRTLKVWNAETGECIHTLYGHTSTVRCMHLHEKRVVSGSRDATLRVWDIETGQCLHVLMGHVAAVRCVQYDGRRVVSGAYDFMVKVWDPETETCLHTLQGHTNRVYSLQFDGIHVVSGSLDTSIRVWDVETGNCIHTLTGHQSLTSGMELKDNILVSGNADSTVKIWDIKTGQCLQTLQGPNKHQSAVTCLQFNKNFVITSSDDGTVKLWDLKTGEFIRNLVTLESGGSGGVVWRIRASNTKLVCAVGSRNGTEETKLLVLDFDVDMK
TEAD-YAP inh: TEAD-YAP interaction inhibition; HEK-TIYL cells, TEAD-Gal4/YAP UAS-luciferase luminescence; inhibition, % at 9.12 µM; hit rate 1.4% among 640,000; AID 1259422; in the data active = inhibition above about 32%;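 also: 0% = median of test compound wells and 100% = reference inhibitor wells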
GPR151 activ: human GPR151 activation | Q8TDV0 | PathHunter beta-arrestin GPR151 cells, luminescence | activation, % at 11.2 µM | hit rate 1% among 650,000 | AID 1508602; in the data active = activation above about 4.9%;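 also: 0% = median of compound wells and 100% = cells with positive control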
Starred values were filed as active, the others as inactive; . = not tested or not shown. Outcome played no part in choosing rows (roughly 3.5% active in at least one column).

mol	MITF inh	FBW7 activator	TEAD-YAP inh	GPR151 activ
Cc1ccc(OCCNCCN)c(Br)c1	20.7	0.1	0.4	-1.1
COc1cc(/C=N/NC(=O)CNc2ccccc2C)cc(Br)c1O	12.5	0.1	0.8	1.3
Cc1ccc(-c2cc(C(F)(F)F)n3nc(C(=O)Nc4ccc(C)c(C)c4)cc3n2)cc1	9.7	0.1	10.3	0.0
Cc1cc(C)c(NC(=O)C(Cl)Cl)c(C)c1	-0.1	0.0	-3.4	-1.1
O=C1c2oc3ccc(F)cc3c(=O)c2C(c2ccc([N+](=O)[O-])cc2)N1c1nccs1 (configuration not stated)	-18.2	-0.5	1.4	0.3
CCc1c(C)n(CC(=O)N/N=C/c2ccc(Cl)cc2)n2cnnc2c1=O	5.7	-0.1	9.5	-1.0
CCc1ccc(N2C(=O)C3C4c5ccccc5C(C(C)=O)(c5ccccc54)C3C2=O)cc1 (configuration not stated)	27.6	0.9	-6.3	1.2
CC(=O)C1C(c2ccc(O)cc2)NC(=O)NC1(O)C(F)(F)F (configuration not stated)	2.6	-0.2	14.6	-0.5
CCn1c(CNC(=O)c2cccc(C)c2)nnc1SCC(=O)Nc1ccccc1C	11.1	0.4	12.4	2.9
CCOC(=O)c1c(NC(=O)c2cccnc2Cl)sc2c1CCC(C)C2 (configuration not stated)	8.5	0.5	3.1	1.8
CC(C)(C)C1CCc2c(sc3c2C(=O)NC(c2cccc(Br)c2)N3)C1 (configuration not stated)	15.3	0.7	4.5	-0.4
O=C(CC(=O)NC1CCCCCC1)Nc1ccc2nc3n(c(=O)c2c1)CCCCC3	18.1	0.1	2.9	0.8
CCCCn1c(-c2ccc(OCC#N)c(OC)c2)nc2c1c(=O)[nH]c(=O)n2CC(C)C	4.7	0.4	9.3	-1.2
O=[N+]([O-])c1ccc2c(c1)c1cc([N+](=O)[O-])ccc1n2CC1CO1 (configuration not stated)	-10.5	-0.1	2.8	0.5
C[C@H]1Cc2c(COc3ccccc3)nc3c(c2CO1)CN(C(=O)Cc1cccs1)CC3	4.7	0.0	.	0.6
O=C(Nc1cccc([N+](=O)[O-])c1)C(Br)(C(F)(F)F)C(F)(F)F	-3.1	-0.1	4.0	-0.3
COc1cc(Nc2cc(N3CCN(Cc4ccc5c(c4)OCO5)CC3)c3noc4c3c2C(=O)c2ccccc2-4)cc(OC)c1OC	22.1	-0.1	-2.4	-0.3
COCCn1c(SCC(=O)c2ccccc2)nnc1-c1ccco1	-0.1	0.1	-9.3	1.4
CCN(CC)c1ccc(C2CC(=O)C3=C(C2)Nc2ccccc2NC3c2ccc(OC)cc2)cc1 (configuration not stated)	10.8	0.2	-2.0	-1.2
O=C(CON=C1c2ccccc2-c2ccccc21)Nc1ccc2c(c1)OCO2	7.9	0.1	5.9	0.7
O=C(CCSc1ccccc1)Nc1ccc(S(=O)(=O)Nc2nccs2)cc1	14.6	0.0	1.1	0.4
CC1(C)Cc2c(sc3nc(SCc4ccccc4)n(-c4ccccc4)c(=O)c23)CO1	0.9	0.4	-4.9	-1.1
Cc1ccc(C)c(NC(=O)CSc2nnc(C)c(=O)n2N)c1	8.8	0.9	11.2	-2.2
CC(C)(C)OC(=O)n1nc(-c2ccccc2)c2ccc(N)cc21	11.6	0.0	-16.6	-1.0
COc1ccc(C(=O)CCC(=O)OCC(=O)c2ccccc2)cc1	8.0	0.0	7.5	-1.7
CCOC(=O)c1c(C)sc([N+](=O)[O-])c1Cl	5.1	0.0	-4.5	1.0
COc1ccccc1C(=O)NCC(C)(C)O	13.0	0.4	0.5	-0.2
CCOc1ccccc1CN1CCC(C2(C)NC(=O)N(Cc3ccsc3)C2=O)CC1 (configuration not stated)	-23.6	0.0	-2.0	0.7
CN1CCN(c2ccc(C(=O)NC3CCCCC3)cc2[N+](=O)[O-])CC1	-13.3	-0.1	-2.5	0.1
COCCN(Cc1cc2cc3c(cc2[nH]c1=O)OCO3)C(=O)c1cccc(C)c1	-4.7	0.1	6.1	-0.9
COc1cc(C)ccc1OCC(=O)NNC(=O)C(C)Oc1cccc(Br)c1 (configuration not stated)	-4.5	0.1	1.1	-0.8
COC(=O)c1sc2nc(CSc3nnc(Nc4ccccc4)s3)[nH]c(=O)c2c1C	0.5	0.1	1.1	-0.8
COc1ccccc1/C=C/C(=O)N1CCC(c2ccccc2)C1 (configuration not stated)	3.2	0.0	-51.9	2.4
Cc1nnc(SCC(=O)N2CCOCC2)s1	8.3	0.0	7.7	1.0
CSc1ccc(/C=N/NC(=O)c2cc(-c3cccs3)[nH]n2)cc1	9.1	0.0	4.8	1.6
CC(C)Oc1ccc(NC(=O)CCN2C(=O)c3ccccc3C2=O)cc1	8.2	0.4	-2.9	0.9
CCOC(=O)C1=C(c2ccccc2)NC(=S)NC1c1ccc2c(c1)OCO2 (configuration not stated)	2.8	0.3	7.5	0.7
Nc1nc2n(n1)C(c1cccc(Cl)c1)CC(c1ccc(Cl)cc1)N2 (configuration not stated)	-3.9	-0.1	2.8	-0.4
CCCCC(NS(=O)(=O)c1ccc2c(c1)OCCO2)C(=O)O (configuration not stated)	6.2	0.1	1.6	-0.4
Cc1cccc(NC(=O)c2cc3ccc(O)cc3o/c2=N\c2sc3c(c2C#N)CCCC3)c1	10.4	0.0	-2.1	-1.1

As a working copy, part of the list above.
mol	MITF inh	FBW7 activator	TEAD-YAP inh	GPR151 activ
O=C(CCSc1ccccc1)Nc1ccc(S(=O)(=O)Nc2nccs2)cc1	14.6	0.0	1.1	0.4
CC1(C)Cc2c(sc3nc(SCc4ccccc4)n(-c4ccccc4)c(=O)c23)CO1	0.9	0.4	-4.9	-1.1
Cc1ccc(C)c(NC(=O)CSc2nnc(C)c(=O)n2N)c1	8.8	0.9	11.2	-2.2
CC(C)(C)OC(=O)n1nc(-c2ccccc2)c2ccc(N)cc21	11.6	0.0	-16.6	-1.0

Additional entries
mol	MITF inh	FBW7 activator	TEAD-YAP inh	GPR151 activ
CCOC(=O)NC(=S)Nc1cc(C)cc(C)n1	-2.4	0.1	-0.3	0.0
CCC(C)NC(=O)c1nn2c(C(F)(F)F)cc(-c3cc(Br)cs3)nc2c1Br (configuration not stated)	2.9	0.2	-2.6	-0.1
COc1cccc2cc(C(N)=O)c(=Nc3cccc(F)c3)oc12	-7.6	-0.1	-47.7	-0.1
C=CCn1c(SCC(=O)N2CCN(CCO)CC2)nc2sc3c(c2c1=O)CCC3	0.3	-0.1	1.4	-1.5
COc1ccccc1CNC(=O)c1ccc(-n2c(=S)[nH]c3ccccc3c2=O)cc1	8.5	0.2	6.3	-0.4
Cc1cc(Br)ccc1NC(=O)Cn1c2ccccc2c(=O)c2ccccc21	8.8	0.6	-0.7	1.6
C=CCONC(=O)Nc1cccc2ccccc12	-10.3	0.1	-11.5	-0.8
CC(=O)Nc1ccc(CN(CCN(C)C)Cc2ccccc2)cc1	59.5*	0.3	2.5	0.2
O=C(Cc1cccs1)Nc1cccc(-c2nc3cccnc3s2)c1	10.6	0.0	-25.7	-0.1
CC(=O)c1ccc(N2CCN(C(=O)CCN3C(=O)c4ccccc4C3=O)CC2)cc1	4.7	0.0	13.3	0.3
Cc1cccc2c1NC(C)(C)c1ssc(=S)c1-2	21.6	-0.9	-8.7	1.8
CCN1CCN(C(c2ccc(F)cc2)c2nnnn2CCc2ccccc2)CC1 (configuration not stated)	-11.1	0.0	3.8	-0.9
CCCCC(CC)CNC(=O)C(=O)Nc1cccc(OC)c1 (configuration not stated)	11.3	-0.1	-32.4	3.3
CCOc1ccc(NC(=O)c2ccc(OCC)c(Br)c2)cc1	-2.6	-0.2	-11.5	3.1
COC(=O)c1ccccc1NC(=O)C1(S(=O)(=O)c2ccc(C)cc2)CC1	1.6	0.1	-2.2	-0.2
Fc1ccc(C2=CC(c3ccccc3OC(F)F)n3nnnc3N2)cc1 (configuration not stated)	-1.7	0.0	-20.1	1.2
O=C(N/C(=C/c1ccc(Br)cc1)C(=O)N1CCCCC1)c1ccccc1	-6.1	-0.1	-6.2	-1.5
COc1ccccc1N(C(=O)c1ccccn1)C(C(=O)NCc1ccccc1)c1ccco1 (configuration not stated)	-4.8	0.0	7.8	-0.3
O=C(Nc1ccc2c(c1)OCO2)C(c1ccccc1)N(Cc1ccccc1)Cc1ccccc1 (configuration not stated)	75.7*	-0.2	-2.7	-0.7
Cc1ccc(NC(=O)C2CCCC2)c(NC(=O)C2CCCC2)c1	10.0	0.2	-9.7	-0.7
CN(C)CCNc1ccc(C(N)=O)cc1[N+](=O)[O-]	-2.4	0.0	3.8	1.3
O=C(O)COc1ccc(Cl)cc1/C=C1\SC(=O)NC1=O	2.6	0.0	-12.9	2.6
c1ccc2c(c1)[nH]c1nc(SCCCN3CCCCC3)nnc12	2.8	-0.1	1.7	-0.4
CCCCNP1(=O)C=C(c2ccccc2)SC(c2ccccc2)=C1	27.2	-0.1	-3.2	-0.8
Cc1ccc(NC(=O)CC2CS(=O)(=O)CC2CC(=O)Nc2ccc(C)cc2)cc1 (configuration not stated)	-3.4	-0.2	4.9	-1.0
COc1c(/C=C/C(=O)O)c(O)c(OC)c2occc12	42.7	0.1	-9.5	-0.2
CN(CC(=O)C(C#N)c1ccccc1)C1CCCCC1 (configuration not stated)	13.7	0.1	-7.6	-0.4
COc1cccc(N2C(=O)CC(N3CCN(C4CC(=O)N(c5cccc(OC)c5)C4=O)CC3)C2=O)c1 (configuration not stated)	2.9	-0.1	2.2	2.6
Cc1ccc(C2=NC(c3ccc(Cl)cc3Cl)NC(c3ccccc3O)C2)cc1 (configuration not stated)	-0.1	-0.2	-56.2	-0.5
Cc1ccccc1NC(=O)c1ccccc1[N+](=O)[O-]	-2.4	0.0	-2.7	2.3
CC1(C)CC(=O)C2=C(C1)OC(N)=C(C#N)C21CCCC1	4.9	0.1	8.1	0.7
C/C(=N\NC(=O)C(O)c1ccccc1)c1ccc2c(c1)CCCC2 (configuration not stated)	-5.4	0.0	-5.5	1.0
C=CCSC1=C(C#N)C(c2ccccc2Cl)C(C(=O)Nc2ccccc2C)=C(C)N1 (configuration not stated)	-0.5	0.1	2.4	-1.0
CCOC(=O)C1=C(C)N=c2s/c(=C\c3cc(-c4ccccc4)n(-c4ccccc4)c3-c3ccccc3)c(=O)n2C1c1ccccc1OC (configuration not stated)	-6.4	-0.1	-1.3	-1.5
N#CC(C#N)=C1NC2(CCCC2)Cc2ccccc21	-2.3	-0.2	-16.3	1.4
Cc1ccc(NC(=O)C2C3C=CC4(O3)C2C(=O)N(C2CCC(C)CC2)C4C(=O)NC2CCCC(C)C2C)cc1Cl (configuration not stated)	5.1	0.0	3.6	1.0
Cc1ccc([N+](=O)[O-])cc1NC(=O)c1cccc2c1C(=O)c1ccccc1-2	1.6	-0.1	3.6	0.1
CCOc1ccccc1N1CCN(C(=O)c2ccccc2[N+](=O)[O-])CC1	12.4	-0.1	9.3	0.4
CCCn1c(SCC(=O)NC2CCCc3ccccc32)n[nH]c1=O (configuration not stated)	-9.3	-0.1	7.5	1.9
O=C1OC(c2ccccc2Cl)=N/C1=C\c1ccccc1OC(=O)c1ccc(Cl)cc1	2.5	0.0	-40.2	-0.9
COc1cc(/C=N/NC(=O)c2ccc(CN)cc2)cc(OC)c1OC	10.8	0.1	-11.2	-0.8
O=C(NCCCN1CCOCC1)C(=O)Nc1nccs1	-0.4	-0.2	4.9	0.0
CCc1c(C)c2ccc(OCC(=O)O)cc2oc1=O	11.5	0.1	11.2	-0.6
CCCSC1=C(C#N)C(c2ccc(C)s2)CC(=O)N1 (configuration not stated)	1.0	0.0	-2.6	0.2
O=C(Nc1cccc(C(F)(F)F)c1)c1ccc(Cl)cc1Cl	4.8	0.5	-13.5	-1.8
Cn1c(CN2CCOc3ccc(C(O)c4cccnc4)cc3C2)nc2ccccc21 (configuration not stated)	15.3	0.1	-8.9	-0.6
CCCc1cc2c(=O)c(-c3ccc(C(=O)OCC)o3)c(C)oc2cc1OC(C)=O	-0.6	0.0	-10.4	0.5
CCOC(=O)c1oc2ccccc2c1NC(=O)c1cccc(Cl)c1	9.0	-0.1	-0.3	-1.5
COc1ccc(C)cc1NC(=O)CN1C(=O)COc2ccc(C)cc21	2.3	-0.2	-4.1	-0.5
COc1ccc2cc(C(=O)Nc3cc(C)cc(C)c3)c(=Nc3ccc(C(=O)O)cc3)oc2c1	7.4	0.2	9.0	-0.7
CN1CCN(NC(=O)CCN2C(=O)C3C4C=CC(C4)C3C2=O)CC1 (configuration not stated)	-0.4	-0.1	-2.5	0.7
O=C(Nc1ccccc1C(=O)N1CCCCC1)c1cccnc1	-17.9	0.0	12.7	-0.1
Cc1ccc(NC(=S)c2ccncc2)cc1	6.7	-0.1	-13.6	4.1
C/C(=N/NC(=O)C(O)c1ccccc1)c1cccc(NC(=O)C2CCCCC2)c1 (configuration not stated)	-1.5	0.3	-18.9	1.2
CCC(=O)N(Cc1ccco1)Cc1cc2cc3c(cc2[nH]c1=O)OCO3	-1.4	0.4	-4.8	-0.6
CCC(=O)NC1C(OC(C)=O)OC(COC(C)=O)C(OC(C)=O)C1OC(C)=O (configuration not stated)	-1.5	0.0	-5.1	-1.2
